Screening data from PubChem BioAssay.
M5 ag = agonists of human muscarinic M5 receptor (CHRM5); activation, % at 3 µM; hit rate 0.19% among 360,000; CHO-K1 hM5 cells, Fluo-8 calcium fluorescence; 0% DMSO wells, 100% maximal acetylcholine response;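 active = activation above the run's mean over test compounds plus 3 SD, cut at about 23% in these data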;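 note: signal is peak over basal fluorescence ratio across the kinetic read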
M4 antag = antagonists of human muscarinic M4 receptor (CHRM4); P08173; CHO-hM4 cells, ACh EC80, Fluo-8 calcium fluorescence; inhibition, % at 3 µM; hit rate 0.73% among 360,000;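 active = inhibition above its plate's cutoff, the mean inhibition of sample wells plus 3 SD, cut at about 27% in these data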;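 note: 0% = acetylcholine EC80 with DMSO and 100% = DMSO without agonist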
CHRM4 PAM = potentiates acetylcholine response at human M4 receptor; P08173; CHO-K1 hM4/Gqi5, Fluo-8 calcium fluorescence, ACh EC20; 0% = ACh EC20, 100% = maximal ACh; activation, % at 3 µM; hit rate 0.4% among 360,000;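 active = activation above its plate's cutoff, the mean activation of sample wells plus 3 SD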; note: some results filed as inactive read as strong as hits
CHRM4 agonist = CHRM4 agonism in calcium assay; CHO-K1 hM4/Gqi5, Fluo-8 calcium fluorescence; vehicle 0%, full acetylcholine response 100%; activation, % at 3 µM; hit rate 0.14% among 360,000;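 active = activation above the run mean over all test wells plus 3 SD, cut at about 32% in these data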;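 note: peak over basal fluorescence ratio per well then scaled between controls; 0% = DMSO wells and 100% = acetylcholine at EC100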
M5 antag = blocks acetylcholine activation of human M5 receptor. P08912. CHO-hM5 cells, Fluo-8 calcium fluorescence, ACh EC80. inhibition, % at 3 µM. hit rate 0.59% among 360,000. AID 624040;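 active = inhibition above a per-plate cutoff, the mean of that plate's test compounds plus 3 SD, cut at about 27% in these data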;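 note: 0% = acetylcholine EC80 with DMSO and 100% = DMSO without agonist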
CRFBP-R2 block = blocks CRF-induced signaling of the CRF-BP/CRF-R2 complex. inhibition, % at 11.8 µM. AID 588475. HEK293 CRF-R2/CRF-BP, CRF-induced calcium fluorescence. hit rate 0.59% among 350,000;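 active = inhibition of the ligand-induced calcium signal above about 50% at the single tested concentration, limit read from the data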
CRFBP-R2 agonist = CRF-BP/CRF-R2 complex agonism; activation, % at 13.2 µM; hit rate 0.46% among 350,000; AID 588473; HEK293 CRF-R2/CRF-BP, calcium dye fluorescence (FLIPR); percent of saturating CRF peptide response;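 active = activation of at least 50%, plus an integration ratio under a set limit after plate pattern correction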;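 note: plate controls were neutral control wells without compound for no effect and CRF at EC100 for full effect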
IDE cell inh = inhibits human insulin-degrading enzyme in HEK cells | P14735 | FAbetaB cleavage, fluorescence polarization | inhibition, % at 5.59 µM | hit rate 0.41% among 320,000 | AID 434962;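 active = percent inhibition above the average of all tested compounds plus 3 SD, set per screening campaign, cut at about 16% in these data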;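 note: IDE supplied by intact live HEK cells; FP after avidin binding of uncleaved biotin substrate so inhibition keeps polarization high; 0% = DMSO wells and 100% = 60 µM reference IDE inhibitor Ii1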
Target sequence (P14735 whole entry, looked up): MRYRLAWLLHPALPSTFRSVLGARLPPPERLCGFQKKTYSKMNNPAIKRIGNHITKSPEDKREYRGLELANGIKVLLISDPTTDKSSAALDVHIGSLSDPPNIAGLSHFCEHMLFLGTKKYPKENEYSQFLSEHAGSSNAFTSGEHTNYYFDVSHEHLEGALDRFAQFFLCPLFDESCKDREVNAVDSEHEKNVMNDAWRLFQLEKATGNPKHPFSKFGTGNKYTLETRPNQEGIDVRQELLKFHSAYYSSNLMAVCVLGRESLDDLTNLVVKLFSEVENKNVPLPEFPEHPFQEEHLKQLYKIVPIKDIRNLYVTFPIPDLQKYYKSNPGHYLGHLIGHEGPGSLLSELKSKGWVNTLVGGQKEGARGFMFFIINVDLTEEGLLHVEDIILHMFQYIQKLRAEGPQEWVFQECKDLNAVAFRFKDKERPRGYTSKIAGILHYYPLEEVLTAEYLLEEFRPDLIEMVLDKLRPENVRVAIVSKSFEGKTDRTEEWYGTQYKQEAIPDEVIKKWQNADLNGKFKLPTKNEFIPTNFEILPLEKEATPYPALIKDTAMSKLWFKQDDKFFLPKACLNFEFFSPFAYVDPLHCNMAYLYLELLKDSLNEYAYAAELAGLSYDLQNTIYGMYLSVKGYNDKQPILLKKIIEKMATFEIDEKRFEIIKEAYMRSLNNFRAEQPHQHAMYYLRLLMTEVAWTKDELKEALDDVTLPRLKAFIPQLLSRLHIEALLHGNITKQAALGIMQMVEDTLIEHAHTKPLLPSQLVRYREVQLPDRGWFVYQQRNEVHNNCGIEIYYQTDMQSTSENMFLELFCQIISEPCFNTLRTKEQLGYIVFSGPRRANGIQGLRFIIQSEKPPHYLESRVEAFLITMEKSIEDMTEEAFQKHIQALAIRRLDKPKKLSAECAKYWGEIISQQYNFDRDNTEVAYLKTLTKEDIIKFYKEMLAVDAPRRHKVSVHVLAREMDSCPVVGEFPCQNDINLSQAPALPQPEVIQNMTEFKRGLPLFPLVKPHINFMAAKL
M5 PAM = positive allosteric modulators of human muscarinic M5 receptor; AID 624038; CHO-K1 hM5, Fluo-8 calcium, ACh EC20 PAM; 0% = ACh EC20, 100% = ACh EC100; activation, % at 3 µM; P08912; hit rate 0.3% among 360,000;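 active = activation above the run cutoff, the mean activation of all test compounds plus 3 SD, cut at about 18% in these data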
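Test system: CHO-K1 hM5 cells / Doses: single-point, 3 µM nominal / Times: Post-acetylcholine fluorescence recording 140 s / Technique: Fluo-8 calcium fluorescence / Measure: Max/basal fluorescence ratio as % of EC20–EC100 ACh window / Benchmarks: low control EC20 acetylcholine (0%), high control EC100 acetylcholine (100%) / Replicates: one well per compound, no replicates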
* = called active by the depositor; nt = not tested or not shown.

M5 ag,M4 antag,CHRM4 PAM,CHRM4 agonist,M5 antag,CRFBP-R2 block,CRFBP-R2 agonist,IDE cell inh,M5 PAM,canonical_smiles
5,-4,10,1,-3,-8,-2.7,0,19*,Nc1nc(-c2ccccn2)nc(N)c1Cc1c(F)cccc1Cl
-2,-20,-1,0,1,1,-0.4,5,-6,COc1ccc(N2C(=O)/C(=C\c3ccco3)N=C2SCC(=O)NC(C)(C)C)cc1Cl
-1,-32,13,2,-9,10,-0.3,1,-2,CS(=O)(=O)c1ccccc1C(=O)Nc1cc2c(cc1C(=O)O)OCCCO2
0,4,-1,0,22,-14,5.3,-1,-8,CCOc1ccc(C2Nc3ccccc3NC3=C2C(=O)CC(C)(C)C3)cc1OC (stereo unspecified)
-4,2,-9,1,2,-13,-1.5,3,-2,NS(=O)(=O)c1ccc(NC(=O)/C=C/c2cccc(Cl)c2)cc1
3,-5,-3,14,1,12,0.7,8,0,O=C1CC(N2CCN(c3nc4ccccc4s3)CC2)C(=O)N1c1cccc(F)c1 (stereo unspecified)
-3,2,-3,1,2,17,-0.7,1,-6,CCOc1ccc(S(=O)(=O)N/N=C(\C)c2ccc(OC)cc2OC)cc1
1,-12,-1,1,10,-3,-3.5,nt,-8,O=C(NN=Cc1ccc2c(c1)OCO2)c1ccncc1
0,2,8,2,4,-150,178*,0,3,COc1ccc2nc3ccccc3nc2c1NC(=O)c1ccc(Cl)cc1Cl
1,13,-7,-1,8,8,-0.4,0,-3,CC(NC(=O)CCCCCN1C(=O)c2ccccc2C1=O)c1ccc2c(c1)CCCC2 (stereo unspecified)
-2,1,-4,0,-1,-9,0.6,-4,5,NNC(=O)CCS(=O)(=O)c1ccc2ccccc2c1
2,-5,2,1,-2,-13,2.2,3,4,Cc1ccc(NC(=O)CN2C(=O)NC(C)(C3CC3)C2=O)cc1S(=O)(=O)N1CCCCC1 (stereo unspecified)
2,7,-6,12,15,23,0.5,2,-8,CCCOc1cccc(C2C(C(=O)c3cccs3)=C(O)C(=O)N2CCN2CCOCC2)c1 (stereo unspecified)
2,-1,2,3,7,9,0.7,-3,6,O=C(NCc1ccc(F)cc1Cl)C1CCN(S(=O)(=O)N2CCC3(CC2)OCCO3)CC1
36*,-4,-10,25,18,-32,52*,4,-16,CC1=NN(c2ccccc2)C(=O)/C1=C\C=C1/N(C)c2ccccc2C1(C)C
0,2,0,4,11,3,0.0,1,-6,C[C@H](CO)N1C[C@H](C)[C@@H](CN(C)S(=O)(=O)c2ccccc2)Oc2c(NS(=O)(=O)c3ccc(F)cc3)cccc2C1=O
0,6,-3,0,0,-11,0.1,0,-2,COCc1cc(=O)n2[nH]c(C)nc2n1
-7,-5,-1,1,4,10,0.8,nt,-6,Cn1c(=O)oc2cc(S(=O)(=O)Nc3ccc(O)cc3)ccc21
-10,-4,5,0,-6,-3,-1.1,3,3,C/C(=N\NS(=O)(=O)c1ccc(Br)cc1)c1cccs1
-4,-23,9,3,1,-35,-2.3,-2,0,COc1ccccc1NS(=O)(=O)c1cc(NC(=O)c2cc3ccccc3oc2=O)ccc1C
-4,2,0,0,3,3,-1.8,-1,-1,COC(=O)c1c(C)cc(C)n2c1nc1ccccc12
2,-2,11,0,8,1,0.7,3,-4,c1ccc(Cn2ncc3c(N4CCN(C(c5ccccc5)c5ccccc5)CC4)ncnc32)cc1
0,-7,5,1,1,-7,-0.9,nt,3,c1cc2c3c(cccc3c1)NN=N2
-3,7,-7,0,1,7,-1.8,12,0,CCn1c(CN2CCOCC2)nnc1SCC(=O)Nc1ccc(C(C)=O)cc1
1,11,-14,8,-5,-22,-0.5,-3,1,CC(C)c1ccc(-c2cc(C(=O)NN3CCN(C)CC3)c3ccccc3n2)cc1
0,1,-7,2,6,-1,1.5,5,-6,CC(NC(=O)COC(=O)Cn1cnc2ccccc2c1=O)C1CC2CCC1C2 (stereo unspecified)
-1,5,-6,0,0,-23,5.1,4,0,CCC(=O)Nc1nnc(CCc2ccccc2)s1
-2,6,1,0,-4,2,7.4,4,-3,O=C1CC(SC(=Nc2ccccc2)Nc2ccccc2)C(=O)N1c1cccc2ccccc12 (stereo unspecified)
-8,8,-12,3,15,nt,nt,nt,-21,CC(C)(C)n1nnnc1C(c1ccccc1OC(F)(F)F)N1CCN(C/C=C/c2ccccc2)CC1 (stereo unspecified)
21,-4,8,7,-6,-21,-1.1,4,-1,COc1ccc(C(C(O)C(=O)c2c[nH]c3ccccc23)N2CCN(c3ccc(OC)cc3)CC2)cc1 (stereo unspecified)
0,-10,2,1,-8,-14,-0.6,-1,-1,CC1CC1C(=O)OCC(=O)Nc1ccc2[nH]c(=O)[nH]c2c1 (stereo unspecified)
-2,3,-6,1,-6,-10,-3.6,4,3,COc1cccc(N2CC(=O)N(NC(=O)CSc3nc(C)cc(C)c3C#N)CC2=O)c1
2,-2,-1,0,-3,-25,0.6,8,-1,Cc1csc(NC(=O)c2ccccc2C(=O)O)n1
0,-2,-1,1,-1,3,-1.5,-4,3,Cc1ccnc(NS(=O)(=O)c2ccc(N3C(=O)c4c(Cl)c(Cl)c(Cl)c(Cl)c4C3=O)cc2)n1
-4,-3,3,1,-5,12,1.0,-2,3,CC1CCCC(C)N1CCNC(=O)CCn1nc(-c2ccccc2)ccc1=O (stereo unspecified)
0,-1,-4,0,11,0,1.6,0,-3,COc1ccc(N(CC(=O)Nc2cccc(C)c2)S(=O)(=O)c2ccc(C)cc2)cc1OC
-5,8,-8,0,-3,8,0.1,nt,-6,O=S(=O)(c1ccc2ccccc2c1)N1CCc2ccccc21
19,-7,-6,5,16,-14,2.6,12,-16,O=c1c2cn[nH]c2nc(SCc2ccc3c(c2)OCCO3)n1-c1ccccc1
1,-4,1,4,11,-5,-1.0,nt,-2,COc1cccc(NC(=O)CN(C)C(=O)c2cccc(NS(=O)(=O)c3ccc(Br)cc3)c2)c1
-1,12,1,3,3,-5,-1.6,15,-2,CCn1c(SCC(=O)Nc2ccc3c(c2)oc2ccccc23)nnc1-c1ccc(N)cc1
3,-5,14,4,1,-4,-1.0,-2,2,COc1ccc(CN2CC[C@H]3C=CC[C@@H](C(=O)N4CCOCC4)[C@H]3C2=O)cc1OC
-5,8,-6,2,5,12,0.4,4,8,COc1ccc2c(CC(=O)Nc3ccc(OC)c(NS(=O)(=O)c4ccc(F)cc4)c3)coc2c1
1,-13,2,3,3,9,-1.1,nt,-3,CCOc1ccccc1NC(=O)CCNC(=O)N1CC(=O)Nc2ccccc21
1,-1,6,1,-9,11,-2.0,4,6,CC(C)CN(CC(C)C)S(=O)(=O)N1CCC(C(=O)NCCN2CCOCC2)CC1
0,-4,1,-2,4,-2,0.2,3,-1,CC1CCN(S(=O)(=O)c2cc(Cl)ccc2Br)CC1
-5,-18,-8,1,11,9,-3.6,1,-2,COc1ccc(OC)c(CCNC(=O)Cn2nc(C)c3c(C)n(-c4ccccc4)nc3c2=O)c1
2,0,2,0,13,5,-1.5,3,-2,O=C(O)c1cccc(N2C(=O)Nc3ccccc3N2O)c1
-1,-3,24*,3,17,3,-2.3,3,-1,O=C(CN1CCC(NC(=O)c2cccc(F)c2)CC1)NCc1cccs1
-2,9,-9,1,14,2,0.1,8,-5,NS(=O)(=O)c1ccc(CNC(=S)NCc2ccc(F)cc2)cc1
0,-4,-1,5,3,-6,-0.8,nt,-1,CN(c1ccccc1)S(=O)(=O)c1cc(C(=O)NCc2ccco2)ccc1Cl
-8,18,-24,9,33*,-9,2.5,0,-19,CCN1CCN(c2ccc(NC(=O)c3cccc(OCc4ccccc4)c3)cc2)CC1
0,-12,-5,12,4,-19,10,-2,-6,O=C1COc2ccc(C(=O)COC(=O)c3cc(S(=O)(=O)N4CCOCC4)ccc3F)cc2N1
-6,8,-4,1,9,-4,-1.8,2,-10,Cn1ccnc1SCC(=O)Nc1ccccc1
-3,6,2,0,4,-7,5.0,-2,-4,O=C(NCc1ccco1)c1cccc(Br)c1
1,7,4,0,5,-6,4.1,-2,-3,CCOc1ccc(S(=O)(=O)NN=C(C)c2cccnc2)cc1
-5,-1,-1,-1,-6,-42,13,-1,5,O=Nc1c(O)n(Cc2ccc(Cl)cc2Cl)c2ccccc12
-5,-11,-6,2,-4,9,1.2,3,-1,O=C(NCc1ccncc1)C(=O)N/N=C/c1ccccc1OCc1ccccc1
-5,1,1,1,12,-6,1.1,2,-7,CC(C)n1cc(CN2CCCC(CNS(=O)(=O)c3cccc4cccnc34)C2)cn1 (stereo unspecified)
2,2,-4,0,-5,7,-0.4,nt,4,O=C(C[C@H]1C[C@H](C(=O)N2CCCCC2)[C@@]2(CCc3ccccc3)c3[nH]c4ccc(Cl)cc4c3CCN2C1=O)NCc1cccc(C(F)(F)F)c1
-1,-1,7,2,2,4,0.0,0,1,COc1ccc([C@@H]2CC=C(C(=O)O)[C@H](c3ccc(F)cc3)N2S(=O)(=O)c2ccc(Cl)cc2)cc1

3 compounds picked at random from the list so far, as already listed:
M5 ag,M4 antag,CHRM4 PAM,CHRM4 agonist,M5 antag,CRFBP-R2 block,CRFBP-R2 agonist,IDE cell inh,M5 PAM,canonical_smiles
1,-12,-1,1,10,-3,-3.5,nt,-8,O=C(NN=Cc1ccc2c(c1)OCO2)c1ccncc1
-5,-1,-1,-1,-6,-42,13,-1,5,O=Nc1c(O)n(Cc2ccc(Cl)cc2Cl)c2ccccc12
0,-2,-1,1,-1,3,-1.5,-4,3,Cc1ccnc(NS(=O)(=O)c2ccc(N3C(=O)c4c(Cl)c(Cl)c(Cl)c(Cl)c4C3=O)cc2)n1

Going on with the list:
M5 ag,M4 antag,CHRM4 PAM,CHRM4 agonist,M5 antag,CRFBP-R2 block,CRFBP-R2 agonist,IDE cell inh,M5 PAM,canonical_smiles
7,2,-6,11,7,-243,208*,180*,-7,O=C(N/N=C/c1c(O)ccc2ccccc12)c1cccc(C(F)(F)F)c1
-7,-6,3,2,-1,2,-0.4,0,-3,O=C(CCNS(=O)(=O)c1ccccc1F)N1CCN(C/C=C/c2ccccc2)CC1
1,0,4,5,11,-13,4.6,5,-8,O=C(NNC(=S)NCC1CCCO1)c1cccc(S(=O)(=O)N2CCOCC2)c1 (stereo unspecified)
0,13,-3,-2,3,8,-1.6,1,4,COC(=O)c1c(NC(=O)CSc2nnc(-c3cccnc3)n2Cc2ccco2)sc(C)c1C
3,0,2,1,3,4,-0.1,1,-1,COc1ccc(N2CCN(C(=O)COC(=O)CCc3ccccc3)CC2)cc1
1,2,1,1,4,5,-1.1,0,-4,C/C(=N/NC(=O)CNC(=O)Cc1ccccc1)c1ccc(Cl)cc1
-1,8,0,6,12,-23,0.5,nt,-4,Cn1c(N)c(C(=O)COC(=O)c2cc(S(=O)(=O)NCc3ccccc3)ccc2O)c(=O)n(C)c1=O
5,-8,0,8,8,-7,2.3,15,-7,COC(=O)c1sc2nc(C)nc(SCC(=O)Nc3sccc3C(N)=O)c2c1C
1,-7,4,1,-2,38,3.4,-2,-1,CC(C)C(=O)NC(NC(=O)C(C)C)c1ccc([N+](=O)[O-])cc1
-2,2,20,0,5,20,2.7,2,2,CCOC(=O)C(=O)/C(=C\N(C)C)c1onc(-c2ccccc2)c1C(=O)OC
2,-1,2,2,12,-4,0.0,-4,0,CC(=O)c1cccc(NC(=O)COC(=O)Cn2cnc3ccccc32)c1
0,18,-2,1,0,17,-1.6,4,-6,CC1CCCCN1C(=O)Cn1cc(C(=O)c2ccco2)c2ccccc21 (stereo unspecified)
